# Mm-Cpn inhibitor = Inhibitors of TCP-1 ring complex (TRiC) of Methanococcus maripaludis (MmCpn): qHTS; Chaperonin Mm-Cpn (Methanococcus maripaludis); purified Mm-Cpn ATPase, ADP Transcreener TR-FRET; Potency, µM (highest dose often 76.9 µM), inactives show at the highest dose activity, negative = inhibition, hits mostly inhibitors; actives 0.031% (n = 330,000); AID 504842, 2011; further: potency means the concentration at half of the fitted maximal effect; on the % scale 0 is the no-effect control and ±100 the full control effect; nearly all actives have a fitted effect of over 80% in size
#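 Reaction buffer contained 30 mM Tris pH 7.4, 100 mM KCl, 5 mM MgCl2 and 1 mM DTT. Mm-CPN (25 nM final) hydrolysed 10 uM ATP over 30 min at 37°C; ADP was read by HTRF.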
# A549 tox = Nrf2 qHTS screen for inhibitors: counterscreen for cytotoxicity. A549 ARE-Fluc cells, CellTiter-Fluor viability, 18-24 h. AID 504648, 2011. Potency, µM (series often up to 46 µM), inactives show at the top dose activity change, negative = cytotoxicity, hits mostly inhibitors. actives 0.16% (n = 390,000); further: potency means the concentration at half of the fitted maximal effect; on the % scale 0 is the no-effect control and ±100 the full control effect
#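 A549 ARE-Fluc cells in 5% FBS OPTI-MEM, 5000 cells/well, rested 2 h then exposed to compounds in concentration-response for 18-24 h at 37 °C. Viability by CellTiter-Fluor fluorescence (Ex 405/Em 525) after 30 min; luciferase luminescence (BugLite, 15 min, RT) read afterwards.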
# TGFb SMAD3 inh = qHTS for Inhibitors of TGF-b | HepG2 CAGA-GFP TGF-b/SMAD3 reporter, GFP fluorescence, 18 h; TGF-beta stimulated, 500 pg/mL final | Potency, µM (highest dose often 46.1 µM), without a hit: at the top dose activity, negative = inhibition, usual class: inhibitors | actives 1.2% (n = 410,000) | AID 588855, 2011; further: potency means the concentration at half of the fitted maximal effect; on the % scale 0 is the no-effect control and ±100 the full control effect; nearly all actives have a fitted effect of over 65% in size
#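 GFP signal (ex488/em500-530) from TGF-beta-stimulated HEPG2 CAGA-GFP cells, 500 pg/mL final, 18 h at 37 degrees C in DMEM plus 1% FBS, normalized to unstimulated and DMSO-stimulated controls.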
# Nrf2 ARE act = qHTS of Nrf2 Activators. AREc32 ARE-luciferase reporter (MCF7-derived line), luminescence, 24 h. Potency, µM (doses to about 46.1 µM), for the others: at the top dose activation, hits mostly activators. actives 0.31% (n = 410,000); further: potency means the concentration at half of the fitted maximal effect; % of control where 0% means no effect; nearly all actives have a fitted effect of over 65% in size
#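 Steps: seed AREc32_Fluc cells (1000/well, 5% FBS OPTI-MEM); incubate overnight at 37 deg C; add 23 nL compound; incubate 24 hr; add Steady-Glo; hold 30 min RT; read luminescence.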
# CCT modulator = High-Throughput Screening for Modulators of Cytosolic Chaperonin Activity; purified chaperonin ATPase assay, HTRF ADP detection, 30 min; activity change, % (test concentration not listed), hits read low; actives 0.3% (n = 360,000); AID 651819, 2012; in the data active means activity change below about -30%; further: on the % scale 0 is the no-effect control and ±100 the full control effect
#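 TRiC (40 or 20 nM final, by batch activity) in 30 mM Tris pH 7.4, 100 mM KCl, 5 mM MgCl2, 1 mM DTT was treated with compound at 76 uM single dose, then 10 uM ATP, 30 min at 37 °C. ADP was read by HTRF Transcreener.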
# Akt phos inh = HTS Assay for Inhibitors of Akt Phophorylation: Primary Screen; activity change, % for hits at 50 µM; AID 651550, 2012; actives 0.32% (n = 360,000); Neuro2A IGF-stimulated pAkt S473 HTRF, 20 min; active compounds read low; in the data active means activity change below about -80%; inconclusive means mostly about -51% to -80%; further: on the % scale 0 is the no-effect control and ±100 the full control effect
#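 Single-point screen (50 µM final compound) in Neuro2A cells stimulated 20 min with 6 nM IGF at 37 deg C. After lysis, Ser473-phosphorylated Akt read by HTRF (ex 330 nm, em 615/665 nm) as the 665/615 ratio.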
# EPAC2 ag = qHTS for Agonist of cAMP-regulated guanine nucleotide exchange factor 4 (EPAC2): primary screen. Rap guanine nucleotide exchange factor 4 (Homo sapiens), Q8WZA2. EPAC2 activation, biochemical qHTS; response scale: 100% = 6.5 mM cAMP response. Potency, µM (doses to about 154 µM), inactives show top-dose activation, most hits filed as activators. actives 0.079% (n = 360,000). AID 720711, 2013; further: potency means the concentration at half of the fitted maximal effect; nearly all actives have a fitted effect of over 50% in size
# Target sequence (Q8WZA2 whole entry, looked up): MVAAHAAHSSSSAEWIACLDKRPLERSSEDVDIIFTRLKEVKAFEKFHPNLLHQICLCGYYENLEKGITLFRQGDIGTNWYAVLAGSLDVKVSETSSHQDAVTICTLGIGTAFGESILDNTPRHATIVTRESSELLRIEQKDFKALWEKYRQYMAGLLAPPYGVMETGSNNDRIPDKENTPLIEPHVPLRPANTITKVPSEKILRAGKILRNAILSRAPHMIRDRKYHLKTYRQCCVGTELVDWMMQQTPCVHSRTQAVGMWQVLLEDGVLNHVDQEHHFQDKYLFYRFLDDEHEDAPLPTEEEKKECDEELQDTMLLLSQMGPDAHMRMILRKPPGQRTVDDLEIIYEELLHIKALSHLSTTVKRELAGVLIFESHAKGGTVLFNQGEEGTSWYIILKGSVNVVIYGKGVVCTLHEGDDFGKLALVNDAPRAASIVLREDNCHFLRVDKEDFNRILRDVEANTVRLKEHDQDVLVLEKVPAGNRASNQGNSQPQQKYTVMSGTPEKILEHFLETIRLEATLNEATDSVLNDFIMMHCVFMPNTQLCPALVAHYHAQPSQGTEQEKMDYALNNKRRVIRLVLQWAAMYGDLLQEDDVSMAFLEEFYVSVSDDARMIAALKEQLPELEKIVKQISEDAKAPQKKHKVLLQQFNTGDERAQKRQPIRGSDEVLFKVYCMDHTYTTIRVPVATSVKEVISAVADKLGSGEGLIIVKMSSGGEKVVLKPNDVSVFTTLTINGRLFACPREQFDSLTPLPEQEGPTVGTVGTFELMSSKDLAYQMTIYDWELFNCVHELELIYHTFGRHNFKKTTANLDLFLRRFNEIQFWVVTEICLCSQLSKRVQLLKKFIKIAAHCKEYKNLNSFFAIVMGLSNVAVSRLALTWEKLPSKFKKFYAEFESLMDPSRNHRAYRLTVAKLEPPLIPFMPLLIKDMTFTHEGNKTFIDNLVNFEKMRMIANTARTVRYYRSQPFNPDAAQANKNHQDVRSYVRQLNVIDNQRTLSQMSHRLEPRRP
#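 Compounds were titrated in qHTS against a Rap1B-BODIPY-GDP (250 nM) complex with EPAC2 (100 nM) and GDP (50 uM). BODIPY-GDP release tracked at 480/540 nm over 30 min at room temperature, normalized to 6.5 mM cAMP.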
# EPAC2 antagonist = qHTS for Antagonist of cAMP-regulated guanine nucleotide exchange factor 2 (EPAC2): primary screen; EPAC2 GEF exchange of Rap1B-BODIPY-GDP, fluorescence; Potency, µM (doses to about 114 µM), inactives show at the highest dose activity, negative = inhibition, hits mostly inhibitors; Rap guanine nucleotide exchange factor 4 (Homo sapiens), Q8WZA2; actives 0.18% (n = 360,000); further: potency means the concentration at half of the fitted maximal effect; on the % scale 0 is the no-effect control and ±100 the full control effect; nearly all actives have a fitted effect of over 45% in size; many of its hits are not listed in these tables
# Nrf2 inh = Nrf2 qHTS screen for inhibitors | A549 ARE-Fluc reporter, luciferase luminescence, 18-24 h | Potency, µM (top dose mostly 46 µM), for the others: top-dose activity change, negative = inhibition, hits mostly inhibitors | actives 2.1% (n = 360,000); further: potency means the concentration at half of the fitted maximal effect; on the % scale 0 is the no-effect control and ±100 the full control effect; nearly all actives have a fitted effect of over 60% in size
#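 Nrf2 activity is the BugLite luminescence, read 15 min after reagent at room temperature, following CellTiter-Fluor cytotoxicity readout (30 min, 37C). Compound titrations were applied for 18-24 h to 5000 A549 ARE_Fluc cells/well in 5% FBS OPTI-MEM.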
# * marks the source's active call; other numbers are inactive results; i = inactive; ? = inconclusive; . = no result given; & = joins results of further samples; [ ] = another dose, or the depositor's remark. Unless noted, the call rests on the fitted dose curve; in most records, active means well fitted curve in the direction sought with a large enough effect; inconclusive means small, poorly fitted or top-dose-only effect, or another doubt; inactive means no such curve, though single readings can be large; an effect the other way counts as inactive or inconclusive. The list is partial (hit frequency here may not be typical).
SMILES,Mm-Cpn inhibitor,A549 tox,TGFb SMAD3 inh,Nrf2 ARE act,CCT modulator,Akt phos inh,EPAC2 ag,EPAC2 antagonist,Nrf2 inh
CCCCCCc1c(O)c2ccccc2[nH]c1=O,2%,-8%,15%,0.1%,-1.7,i,3%,-2%,2%
CCN1C(=O)[C@H]2[C@@H](c3ccc(SC4CCCCC4)c(OC)c3)N[C@@](Cc3ccccc3)(C(=O)OC)[C@H]2C1=O,-1%,-7%,-4%,0.1%,0.1,i,5%,-5%,?
Cc1oc2ccc(O)c(CN3CCCCCC3)c2c1C(=O)Nc1cccc(C(F)(F)F)c1,.,-3%,?,-3.9%,.,.,.,.,8%
CCOC(=O)c1ccc(OCC2NCCc3cc(OC)c(OC)cc32)cc1 (centres undefined),-1%,2%,4%,0.2%,-3.3,i,7%,9%,5%
CCOC(=O)C1(C(=O)OCC)COC(=O)C2(CC)OC21 (centres undefined),.,-9%,2%,0.4%,-1.6,i,9%,5%,8%
CCN1C(=O)CS/C1=N\S(=O)(=O)c1ccccc1,-2%,0%,27%,-0.8%,-0.9,i,1%,3%,-6%
CCOC(=O)c1cc2cc([N+](=O)[O-])ccc2oc1=O,-2%,-7%,-2%,4.8%,2.7,i,-7%,3%,2%
COCC(=O)Oc1c(Sc2ccc(C)cc2)c(C)nn1C(C)(C)C,.,-8%,-2%,7.8%,.,.,.,.,-5%[9.27 µM]
Cc1cc(NC(=O)CSc2nc(C)c(C)c(=O)[nH]2)no1,0%,9%,1%,3.8%,1.2,i,-4%,5%,?
CCOC(=O)c1nn(-c2ccc(Br)cc2)cc1C(=O)c1cccc2ccccc12,2%,-21%,-3%,0.6%,-2.5,i,3%,4%,?
COc1ccc(NC(=O)CSc2nc(-c3ccco3)cc(C(F)(F)F)n2)cc1,.,-3%,4%,4.2%,.,.,.,.,-12%
CN(C)S(=O)(=O)n1cnc([C@@H]2[C@H]3C(=O)OC[C@@H]3C[C@@]23N=CN(Cc2ccccc2)C3=O)c1,-2%,-4%,-2%,-0.8%,-4.7,i,6%,10%,-2%
O=C(CCS(=O)(=O)Cc1ccccc1)NCC1CCCO1 (centres undefined),-2%,-3%,19%,-0.4%,-2.3,.,5%,2%,9%
COc1ccc(NC(=O)C(Cc2ccccc2)NS(=O)(=O)c2ccc3c(c2)CCC(=O)N3)c(OC)c1 (centres undefined),.,-6%,-35%,-1.3%,.,.,.,.,-3%
Cc1ccc(S(=O)(=O)NC(C)CCc2ccccc2)cc1C(N)=O (centres undefined),0%,-8%,-17%,0.2%,1.1,i,2%,-4%,?
Cc1ccnc(NC(=O)c2ccc(C(=O)c3ccccc3)cc2)c1,-1%,0%,-9%,-0.7%,1.1,i,22%,6%,?
Cc1ccc(S(=O)(=O)NC(=O)COc2ccccc2C)c(C)c1,0%,1%,-19%,-0.6%,0.8,i,9%,?,1%
O=C(Nc1ccccc1)C1CCCCN1S(=O)(=O)c1ccccc1 (centres undefined),1%,1%,-22%,-0.3%,0.4,i,3%,1%,?
CCCOC1CCCN(C(=O)c2cc(COc3ccc(F)c(F)c3)on2)C1 (centres undefined),-2%,14%,3%,1.8%,-0.6,i,0%,?,?
CCNS(=O)(=O)c1ccc(CCC(=O)NCc2ccc3c(c2)OCO3)cc1,0%,0%,0%,-0.2%[9.22 µM],-5.8,i,0%,-1%,4%
O=C(Nc1ccc(F)cc1)c1nc[nH]c1C(=O)O,1%,1%,9%,0.4%,1.2,i,-2%,0%,12%
Brc1nc(Br)n(Cc2ccccc2)n1,-3%,5%,2%,-0.4%,0.3,i,5%,-9%,6%
CC(C)CCC(C(=O)O)C(C)CC(=O)NNC(=O)c1ccco1 (centres undefined),0%&4%,0%&6%,3%&10%,-0.3%&0.1%,-2.2&0.9,i,-6%&-3%,1%&13%,-3%&-8%
O=C(NC[C@@H]1CCCO1)c1cccc2c1C(=O)c1ccc(Cl)cc1S2(=O)=O,-1%,-5%,0%,0.8%,0.1,i,4%,-6%,2%
CCN1CNC(=S)N(c2cccc(C)c2C)C1,-2%,0%,-8%,-0.7%,-2.1,i,2%,-3%,2%

# A draw from above in order of formula weight, smallest number first:
SMILES,Mm-Cpn inhibitor,A549 tox,TGFb SMAD3 inh,Nrf2 ARE act,CCT modulator,Akt phos inh,EPAC2 ag,EPAC2 antagonist,Nrf2 inh
CCN1CNC(=S)N(c2cccc(C)c2C)C1,-2%,0%,-8%,-0.7%,-2.1,i,2%,-3%,2%
COCC(=O)Oc1c(Sc2ccc(C)cc2)c(C)nn1C(C)(C)C,.,-8%,-2%,7.8%,.,.,.,.,-5%[9.27 µM]
O=C(NC[C@@H]1CCCO1)c1cccc2c1C(=O)c1ccc(Cl)cc1S2(=O)=O,-1%,-5%,0%,0.8%,0.1,i,4%,-6%,2%
Cc1oc2ccc(O)c(CN3CCCCCC3)c2c1C(=O)Nc1cccc(C(F)(F)F)c1,.,-3%,?,-3.9%,.,.,.,.,8%
COc1ccc(NC(=O)C(Cc2ccccc2)NS(=O)(=O)c2ccc3c(c2)CCC(=O)N3)c(OC)c1 (centres undefined),.,-6%,-35%,-1.3%,.,.,.,.,-3%
CCN1C(=O)[C@H]2[C@@H](c3ccc(SC4CCCCC4)c(OC)c3)N[C@@](Cc3ccccc3)(C(=O)OC)[C@H]2C1=O,-1%,-7%,-4%,0.1%,0.1,i,5%,-5%,?

# (further entries)
SMILES,Mm-Cpn inhibitor,A549 tox,TGFb SMAD3 inh,Nrf2 ARE act,CCT modulator,Akt phos inh,EPAC2 ag,EPAC2 antagonist,Nrf2 inh
CN1CCCC1CCNC1C2CC3CC(C2)CC1C3 (centres undefined),-3%,-18%,60%[activator],-0.3%,-2.3,i,3%,4%,?
CC(C)CC(=O)Nc1cc(C(F)(F)F)ccc1N1CCOCC1,2%,-2%,2%,-0.4%,-1.1,i,-9%,5%,6%
CCCCn1c(N)c(Sc2ccccc2)c(=O)[nH]c1=O,0%,-4%,-2%,0.1%,1.0,i,4%,2%,-1%
CC(=O)OCC(=O)c1c[nH]c2ccccc12,0%,-9%,0%,-1.0%,-0.2,i,1%,-2%,-8%
N=C(N1CCCc2ccccc21)N1CCCc2ccccc21,.,-13%,2%,3.7%,-1.9,i,6%,16%,11%
O=c1c(-c2ccc(Cl)cc2)c[nH]n1-c1ccccc1,-3%,-2%,-7%,4.5%,0.1,i,0%,-15%,-5%
COCCCn1c(N)c(-c2nc3ccccc3n2C)c2nc3ccccc3nc21,-7%,-16%,-19%,4.9%,0.7,i,-7%,8%,21µM*
CC1CC(C)CN(c2nc(N(C)c3ccccc3)nc(N)c2[N+](=O)[O-])C1 (centres undefined),0%,1%,?,6.9%,-2.4,i,7%,?,6%
COc1ccc(S(=O)(=O)N2CCC(C(=O)NCCC(=O)Nc3ccc(Cl)cc3)CC2)cc1,3%,7%,-5%,-0.2%,-0.6,i,-1%,5%,-5%
CC(C)C[C@@H]1CN(CCCC[C@H]2CNC(=O)C(=O)N2CCC2CCCCC2)C(=O)C(=O)N1CCc1ccc(O)cc1,.,.,.,-0.1%,-2.0,i,12%,0%,.
CCN(CC)S(=O)(=O)c1ccc(OC)c(NC(=O)c2cc3c(=O)n4ccccc4nc3s2)c1,-4%,6%,?,-0.5%,2.6,i,-10%,14%,9%
COC(=O)CSc1nc(C)c2c(n1)CCCC2,-8%,4%,2%,-0.4%,-2.8,i,8%,-4%,11%
CCOc1ccc(N/C=C/C(=O)c2ccc(C)cc2)c([N+](=O)[O-])c1,0%,1%,25%,2.1%,-2.4,i,15%,0%,.
COc1ccc(-c2nsc(NC(=O)c3ccccc3Br)n2)cc1,.,4%,?,4.4%,.,.,.,.,?
O=C(c1ccc(C(F)(F)F)cc1)C1CCCN(C(=O)CCn2cncn2)C1 (centres undefined),0%,1%,4%,0.3%,-1.5,i,4%,2%,9%
CCCCCc1cc(=O)oc2c(C(CCN(CC)CC)c3ccc(N(C)C)cc3)c(OC)cc(OC)c12 (centres undefined),1%,-24%,?,-2.8%,-1.3,i,9%,8%,1%
Cc1nnc(N2CCN(c3cccc(Cl)c3)CC2)c2c1nnn2Cc1ccc(F)cc1,.,0%,4%,0.3%,.,.,.,.,7%
Cc1ccc(OCC(=O)OC2=C(C(=O)c3ccccc3)N(C)S(=O)(=O)c3ccccc32)cc1,.,?,-3%,-0.6%,.,.,.,.,?
CC(=O)Nc1ccc2c(CSc3nnc(N)s3)cc(=O)oc2c1,-3%,2%,4%,-0.5%,0.9,i,-2%,1%,3%
O=C(NCc1cccnc1)NC1(C(F)(F)F)Oc2ccc(Cl)cc2O1 (centres undefined),-1%,-4%,?,12%,-2.1,i,-2%,-16%,18%
Cc1ccc(C)c(Nc2cc(C(=O)NC3CCCC3)c3ccccc3n2)c1,.,18%,-3%,1.2%,.,.,.,.,12%
CC(C)CNC(=S)NNC(=O)c1csc2c1CCCC2,1%,?,?,-0.6%,2.4,i,10%,0%,?
CC(C)(C)NC(=O)NC(=O)CN1C(=O)NC(c2ccccc2)(c2ccccc2)C1=O,2%,2%,28%,0.1%,-0.1,i,1%,-27%,27%
